High-throughput results: PubChem BioAssay, Emory University Molecular Libraries Screening Center
EP2 modulator = EP2 receptor modulators, cAMP readout, primary screen, cell-based, HTRF cAMP, PGE2 stimulation; Prostaglandin E2 receptor EP2 subtype (Homo sapiens), P43116; EP2-expressing cells, cAMP HTRF FRET, PGE2 co-stimulation; induction, % at 25 µM; actives 0.83% (n = 260,000); AID 940, 2007;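 active = compounds whose cAMP rise, as percent of the full-agonist control response, exceeds 60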;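 also: rat C6 glioma line stably carrying human EP2 under a CMV promoter; the protocol text gives 20 µM as final concentration; 100% = response of wells given 1 µM PGE2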
Target sequence (P43116 whole entry, looked up): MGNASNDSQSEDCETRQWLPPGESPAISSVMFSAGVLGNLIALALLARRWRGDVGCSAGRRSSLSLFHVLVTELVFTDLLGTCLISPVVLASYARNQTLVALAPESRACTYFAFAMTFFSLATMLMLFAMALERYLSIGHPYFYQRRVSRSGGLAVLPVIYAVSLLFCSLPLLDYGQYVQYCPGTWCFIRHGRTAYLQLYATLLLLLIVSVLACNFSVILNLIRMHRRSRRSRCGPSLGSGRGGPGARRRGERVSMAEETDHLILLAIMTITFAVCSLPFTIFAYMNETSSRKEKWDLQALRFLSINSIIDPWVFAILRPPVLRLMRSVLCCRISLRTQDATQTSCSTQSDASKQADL
Active calls of the source: *. Not all compounds are listed; rates above refer to the full screens.

SMILES | EP2 modulator
COc1ccc([C@@H]2C[C@H](C(=O)Nc3cnn(C(C)C)c3)N(C)S(=O)(=O)N2)cc1 | -24.3
COc1ccccc1C1C(C(C)=O)=C(O)C(=O)N1CC#N (stereo unspecified) | 12.1
NC(=O)c1ccc[n+](CCS(=O)(=O)[O-])c1 | -65.3
CCN(CC)c1nc(NC(C)=O)nc(N(C)C)n1 | -18.8
COc1cc(C(=O)N2CCCC(c3ccnc4ncnn34)C2)cc(OC)c1OC (stereo unspecified) | -23.9
COc1cc2c(cc1NC(=O)c1ccc(F)cc1F)oc1ccccc12 | -20.9
CCc1nc2ccccc2n1CC(O)COc1ccccc1C(C)=O (stereo unspecified) | -0.5
COC(=O)c1cccc(NC(=O)CSc2nc(C)cc(C)n2)c1 | -54.9
CCNC(=S)N(CCN(C)C)Cc1cc2c(C)ccc(C)c2[nH]c1=O | 0.8
COC(=O)c1c(NC(=O)c2ccccc2OC)sc(C(=O)Nc2cccc(OC)c2)c1C | 29.6
COc1ccc(OC)c(-c2csc(N(C)C(=O)C3CCCCC3)n2)c1 | -14.2
COc1cc(C(=O)Nc2cnc(NC(=O)C3CCCCC3)cc2C)cc(OC)c1OC | 21.9
CC[C@@H](Cn1nnc2ccccc2c1=O)NC(=O)Cn1c(C)c(C(C)=O)c2ccccc21 | -251.9
CCc1ccccc1NC(=O)CSc1nc2c(c(=O)n(C)c(=O)n2C)n1CC | -40.1
CCOc1ccccc1N(CC(=O)NCc1ccco1)S(=O)(=O)c1ccc(C)cc1 | 10.9
Cn1ccnc1C(NC(=O)Cc1cccc(F)c1)c1ccc(F)c(F)c1 (stereo unspecified) | -22.8
NCc1nnn(Cc2ccccc2)c1N | 5.6
Cc1cc(C)cc(NC(=O)CSc2nc3c(c(=O)n(C)c(=O)n3C)n2C(C)C)c1 | 34.8
CC(=O)c1nnn(-c2ccc(F)cc2)c1NCc1ccc(F)cc1 | -59.3
CCOC(=O)Cn1cnc2sc(C)c(-c3ccc(Cl)cc3)c2c1=O | 21.9
COC(=O)c1c(NC(=O)C2CCCCC2)sc(C(=O)Nc2ccccc2)c1C | 8.6
O=C(Cn1ncn2c(cc3ccsc32)c1=O)NC1(c2ccccc2)CCCC1 | 5.0
CCOc1ccc2[nH]c(=O)c(CN(Cc3cccs3)C(=O)c3ccccc3Cl)cc2c1 | -6.2
CCc1ccc2[nH]c(=O)c(CN(C(=S)Nc3ccc(C)cc3)C3CCCC3)cc2c1 | 20.8
O=C(Nc1ccc(Cl)cc1Cl)c1cc2ccccc2oc1=O | -31.1
COc1cc2[nH]c(=O)c(C(=O)NCCc3ccc(Cl)cc3)c(O)c2cc1OC | 2.4
O=C1OC(c2ccc(O)c(-c3ccccc3)c2)(c2ccc(O)c(-c3ccccc3)c2)c2c(Cl)c(Cl)c(Cl)c(Cl)c21 | 3.9
CCNC(=O)c1cc2c(=O)n3cc(C)ccc3nc2n(CCCOC)c1=N | -12.4
CCOc1ccccc1N1C(=O)NC(=O)/C(=C/c2cn(C(C)=O)c3ccccc23)C1=O | -121.0
Cc1cc(C)c(S(=O)(=O)N(C)CC(=O)N2CCC(C)CC2)c(C)c1 | -36.6
CCc1cc2c(C)cc(C)cc2nc1SCC(=O)NNC(C)=O | 8.3
CCn1ncc(C(=O)N2CCC3(CC2)Nc2ccccc2-n2cccc23)c1C | -59.9
O=C(NCCN1CCOCC1)C(=O)Nc1cccc(C(F)(F)F)c1 | -2.0
C=C1OC(C)(C)c2ccccc21 | 31.4
Cc1[nH]c2ccccc2c1CCC(=O)O | -49.0
COc1ccc(OC)c2[nH]c(C(=O)N3CCC4(CC3)NC(=O)c3ccccc3O4)cc12 | -124.2
Cc1ccc(CN(CCCN(C)C)Cc2nc(C)n3ccccc23)o1 | -20.7
Cc1cc(I)ccc1S(=O)(=O)NCc1ccc2c(c1)OCO2 | -26.1
N#Cc1cc2cc3c(cc2nc1SCC(=O)Nc1ccccc1Br)OCCO3 | 12.2
CN(C)c1cccc(C(=O)N2CCn3c(nnc3C3CC3)C2)c1 | 1.2
COc1cccc(NC(=O)CCN2CCCC(C)C2)c1 (stereo unspecified) | -15.3
COc1ccccc1CN(C(=O)c1cc2ccccc2oc1=O)C1CCCC1 | 8.4
O=S1(=O)CS(=O)(=O)CS(=O)(=O)C1 | -6.5
COc1ccc(-c2ccc(=O)n(CC3CCN(C(=O)c4ccc5c(c4)OCO5)CC3)n2)cc1 | -27.0
COc1ccccc1CN(Cc1cc2ccc(C)c(C)c2[nH]c1=O)C(=O)C1CCCCC1 | 11.6
Cc1cc(C)c(NC(=O)COc2ccc(N3CC(C(N)=O)CC3=O)cc2)c(C)c1 (stereo unspecified) | 3.3
CN1C(=O)N(CC(=O)NCc2cccc(F)c2)c2cccnc2N1C | -20.9
COc1ccccc1NC(=O)C1=C(C)Nc2ncnn2C1c1ccc(OC(C)C)c(OC)c1 (stereo unspecified) | -18.3
CCn1c(SCc2cccnc2)nnc1-c1cccc(C)c1 | -27.9
COc1cc(-c2nc3ccccn3c2NC2CCCC2)ccc1O | -12.3
COc1ccccc1NC(=O)Cn1nnc(-c2ccccc2)n1 | -47.7
Cc1cccc(C2(O)CCN(C(=O)c3cnc(C(C)(C)C)nc3)CC2)c1 | -49.5
CC(=O)C1CC(CC(=O)N[C@@H](C)Cn2nnc3ccccc32)C1(C)C (stereo partly specified) | -2.6
CC(C)(C)c1cc(N)n(-c2ccccc2)n1 | 17.4
CC(C)C(c1nnnn1C1CCCC1)N(Cc1cccnc1)Cc1ccco1 (stereo unspecified) | 5.5
Cc1ccc(CN(CCCn2ccnc2)Cc2cnn(C)c2)s1 | 15.7
CN1CCN(C2CCNCC2)CC1 | -20.6
CCOc1ccc2[nH]c(=O)c(-c3nc4ccccn4c3NCc3ccccc3)cc2c1 | -60.4
Cc1ccc(NC(=O)C2Cc3ccccc3CN2S(=O)(=O)c2cccs2)c(C)c1 (stereo unspecified) | 32.4
Cn1c(=O)[nH]c(=O)c2c1nc(Nc1ccccc1)n2CCO | -4.6

Three entries drawn at random from those above, as already listed:
SMILES | EP2 modulator
CCOc1ccc2[nH]c(=O)c(-c3nc4ccccn4c3NCc3ccccc3)cc2c1 | -60.4
CN1CCN(C2CCNCC2)CC1 | -20.6
Cc1cccc(C2(O)CCN(C(=O)c3cnc(C(C)(C)C)nc3)CC2)c1 | -49.5

The results go on:
SMILES | EP2 modulator
O=C(CSc1nc2ccccc2n1Cc1c(F)cccc1Cl)Nc1nccs1 | 16.1
COc1ccc(C2(C(=O)NCc3nc(-c4ccccc4F)no3)CC2)cc1 | -122.4
CCC(c1nnnn1Cc1ccco1)N(Cc1ccccc1)Cc1cc2cc(C)c(C)cc2[nH]c1=O (stereo unspecified) | 28.4
COc1ccc(NC(=O)c2ccc(C3SCC(=O)N3Cc3ccco3)cc2)cc1 (stereo unspecified) | -142.7
O=C(CSc1ncnc2sc3c(c12)CCCC3)Nc1ccccc1N1CCOCC1 | 32.8
COCC(=O)N(Cc1cc2ccc(C)cc2[nH]c1=O)c1cccc(C)c1C | -32.6
Cc1cccc(-c2nc(C(N)=O)c3[nH]c(=O)n(CCc4ccccc4)c3n2)c1 | 27.7
COC(=O)c1c(NC(=O)c2ccc(OC)c(OC)c2)sc(C(=O)Nc2cccc(C)c2C)c1C | -4.7
COc1ccccc1-c1ccc(=O)n(CC(=O)Nc2ccc(S(=O)(=O)N(C)C)cc2)n1 | -61.8
Nc1nc(-c2ccccc2)c(-c2ccccc2)c(-c2nc(N)nc(-c3ccccc3)c2-c2ccccc2)n1 | 13.0
CC1CCCCN1C(=O)Cn1nc(-c2cccs2)cc(N)c1=O (stereo unspecified) | -28.4
COc1ccc(NC(=O)C(=O)N2CCCCC2)cc1OC | -9.1
Cc1ccc(NC(=O)CN2CCC(O)(c3ccccn3)CC2)cc1F | -44.9
O=C(c1nccs1)C1CCN(C(=O)Cc2ccsc2)CC1 | -65.7
O=C(c1ccco1)N1CCN(C2CCCCC2)CC1 | 7.9
O=C(c1cccs1)N1CCN(Cc2ccc(F)cc2)CC1 | -12.6
O=c1[nH]c2cc3c(cc2cc1CN(CCO)C(=S)Nc1ccc(F)cc1)OCCO3 | -63.8
Cc1nc2sc3c(c2c2nnc(SCc4ccccn4)n12)CCCC3 | -11.2
Cc1ccc2c(c1)C(=O)CC1(CCN(C(=O)OC(C)(C)C)CC1)O2 | -69.2
CN1[C@@H](C(=O)NCc2ccccc2)C[C@@H](c2ccco2)NS1(=O)=O | -28.9

In the list so far, 8 have a furan ring, fused or not.
SMILES | EP2 modulator
COc1cc2c(cc1NC(=O)c1ccc(F)cc1F)oc1ccccc12 | -20.9
CCOc1ccccc1N(CC(=O)NCc1ccco1)S(=O)(=O)c1ccc(C)cc1 | 10.9
Cc1ccc(CN(CCCN(C)C)Cc2nc(C)n3ccccc23)o1 | -20.7
CC(C)C(c1nnnn1C1CCCC1)N(Cc1cccnc1)Cc1ccco1 (stereo unspecified) | 5.5
CCC(c1nnnn1Cc1ccco1)N(Cc1ccccc1)Cc1cc2cc(C)c(C)cc2[nH]c1=O (stereo unspecified) | 28.4
COc1ccc(NC(=O)c2ccc(C3SCC(=O)N3Cc3ccco3)cc2)cc1 (stereo unspecified) | -142.7
O=C(c1ccco1)N1CCN(C2CCCCC2)CC1 | 7.9
CN1[C@@H](C(=O)NCc2ccccc2)C[C@@H](c2ccco2)NS1(=O)=O | -28.9

(continued)
SMILES | EP2 modulator
CCCCC(CC)CN1CN(CC(CC)CCCC)CC(C)(N)C1 (stereo unspecified) | 50.1
COc1ccccc1C(=O)NCc1ccco1 | 2.1
COc1cc2cc(CN(Cc3cccnc3)C(=O)Nc3ccc(F)cc3)c(=O)[nH]c2cc1OC | 13.8
CC1CCCCN1c1nc2c(c(=O)[nH]c(=O)n2C)n1Cc1ccccc1 (stereo unspecified) | 13.3
COc1cccc(C2(NC(=O)c3cc4ncc(C(C)=O)c(C)n4n3)CCCC2)c1 | -1.3
O[C@@H](c1cc([C@@]23C[C@H]4CC[C@@H]2C[C@H](C4)C3)nc2c(Cl)cc(Cl)cc12)[C@@H]1CCCCN1 | 19.5
Cc1onc(-c2c(F)cccc2Cl)c1C(=O)N[C@@H]1C(=O)N2[C@H]1SC(C)(C)[C@H]2C(=O)O | 20.3
Fc1ccccc1N1CCN(Cc2ccccn2)CC1 | -14.1
O=C(O)c1oc(C(=O)O)c(C(=O)O)c1C(=O)O | 56.9
Cc1cccnc1NC(=S)Nc1ccccc1 | -31.9
COCCn1nnnc1C(c1ccc(OC)cc1)N1CCN(c2ccccc2OC)CC1 (stereo unspecified) | 0.1
Cc1cc2cc(CN(CCO)C(c3nnnn3CC3CCCO3)C(C)C)c(=O)[nH]c2cc1C (stereo unspecified) | -0.8
Cc1cc(C)c2c(n1)sc1c(=O)[nH]c(=O)[nH]c12 | 3.9
CCOC(=O)c1cnc(SC(C)C(=O)Nc2ccc(C)cc2C)nc1N (stereo unspecified) | -31.2
CCOC(=O)C1C2C=CC3(CN(c4ccc(CC)cc4)C(=O)C13)O2 (stereo unspecified) | 4.6
COc1ccc(C(=O)C2CCN(S(=O)(=O)c3ccc(OC)cc3)CC2)cc1 | -123.0
CN(C)c1ccc(C(=O)NCCc2nc(-c3ccncc3)n[nH]2)cc1 | -79.6
Cc1cccc(NC(=O)C2CC(=O)N(c3ccc(F)cc3)C2)n1 (stereo unspecified) | -28.3
COc1ccc(OC2C(=O)N(Cc3ccc(F)cc3)C2c2ccc3c(c2)OCO3)cc1 (stereo unspecified) | 53.2
CSc1ccccc1NC(=O)CCSc1nc(-c2ccc3c(c2)OCO3)cc(C(F)(F)F)n1 | -57.2
Cn1c(=O)[nH]c(=O)c2c1nc(NC1CCCCC1)n2Cc1ccccc1Cl | 7.5
CNC(=O)CSc1nnc(-c2ccccc2O)n1C | 3.6
COc1ccc(Cl)cc1N(C(=O)c1ccco1)C(C(=O)NC1CCCC1)c1cccs1 (stereo unspecified) | 47.9
CC(Oc1ccc(Cl)cc1Cl)C(=O)N1CCN(C(=O)c2ccco2)CC1 (stereo unspecified) | -48.2
CC(=O)C1=C(O)C(=O)N(CCNCCO)C1c1ccc(N(C)C)cc1 (stereo unspecified) | 13.5
COc1cccc(CN2CCN(Cc3cccnc3)[C@@H](C)C2)c1 | -18.0
CCn1c(SCC(=O)Nc2nccs2)nc2c1c(=O)n(C)c(=O)n2C | -1.1
Cc1nn(-c2ccccc2)c2[nH]c(=O)c(CNC(c3ccccc3)c3ccco3)cc12 (stereo unspecified) | -23.0
O=C(Oc1cccc2cccnc12)c1cc2ccccc2oc1=O | -18.0
CCOc1ccc2[nH]c(C(=O)Nc3ccc4c(c3)CC(C)N4C(C)=O)c(C)c2c1 (stereo unspecified) | -50.0
O=C(c1cccc(-n2cnnn2)c1)N1C2CCC1CC(c1ccc(F)cc1)C2 (stereo unspecified) | -82.0
CCC(C)NC(=O)C1CCN(Cc2cccc(OC)c2O)CC1 (stereo unspecified) | -14.2
Cn1cc(/C=C\c2nc(O)c([N+](=O)[O-])c(=O)[nH]2)c2ccccc21 | -5.2
CC(=O)c1ccc(NC(=O)c2ccc3nc(C)sc3c2)cc1 | -36.0
CC(=O)c1ccc(NC(=O)CSc2nc3c(c(C(F)(F)F)n2)CCc2ccccc2-3)cc1 | 5.8
CC(=O)CC(c1ccccc1)c1c(O)c2ccccc2oc1=O (stereo unspecified) | 22.0
CC(C)c1ncc(CN2CCC(O)(c3cccnc3)CC2)cn1 | -12.6
CCn1c(=O)oc2cc(S(=O)(=O)NCC3(N4CCOCC4)CCCCC3)ccc21 | -3.4
Cc1cc2ccccc2n2c(SCC(=O)Nc3nc(C(C)(C)C)cs3)nnc12 | 22.3
CCc1c(C)sc(N)c1C(N)=O | -35.5
O=C(O)c1ccc(N[C@H](c2ccccc2)c2ccc3cccnc3c2O)cc1 | 37.4
COc1cc(C2C3=C(CCCC3=O)N(C)C3=C2C(=O)CCC3)cc(Cl)c1OCC(=O)O | 9.5
COc1cc(S(=O)(=O)N2CCN(c3cccc(C)c3C)CC2)ccc1-n1cnnn1 | -77.3
Cc1[nH]nc2c1C(c1cn(Cc3c(F)cccc3Cl)c3ccccc13)C(C#N)=C(N)O2 (stereo unspecified) | 20.4
CCOC(=O)C1CCN(C(c2cc3cc(OCC)ccc3[nH]c2=O)c2nnnn2C2CCCC2)CC1 (stereo unspecified) | -9.4
